From PubChem BioAssay
TAAR1 antagonist: antagonists of human TAAR1. CHO RD-HGA16 TAAR1, Fluo-8 calcium fluorescence, antagonist. inhibition, % at 3 µM. AID 624466. 1.5% of 360,000 active;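 active = inhibition above a per-plate cutoff, the mean inhibition of test compounds on that plate plus 3 SD, cut at about 49% in these data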;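 also: 0% = DMSO plus EC80 beta-PEA response and 100% = DMSO alone without agonist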
Target sequence (Q96RJ0 whole entry, looked up): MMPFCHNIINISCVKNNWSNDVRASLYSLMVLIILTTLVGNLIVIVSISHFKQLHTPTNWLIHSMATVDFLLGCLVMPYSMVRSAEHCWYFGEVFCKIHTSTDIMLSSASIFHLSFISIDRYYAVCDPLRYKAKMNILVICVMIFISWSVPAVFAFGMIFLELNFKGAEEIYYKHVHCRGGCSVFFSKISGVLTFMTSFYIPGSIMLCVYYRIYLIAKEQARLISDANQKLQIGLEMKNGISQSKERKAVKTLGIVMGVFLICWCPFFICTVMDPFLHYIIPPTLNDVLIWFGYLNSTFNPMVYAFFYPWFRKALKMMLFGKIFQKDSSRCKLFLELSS
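Test system – hTAAR1-expressing CHO RD-HGA16 cells, Gα16-coupled · Reagent – β-PEA at EC80 concentration, post-compound challenge · Compound dosing – 3 µM, single point · Timing – 140 s kinetic read after compound, 140 s after agonist · Detection – Fluo-8 intracellular calcium dye fluorescence, real-time kinetic reads · Control set – DMSO and EC80 PEA controls · Repeats – n of 1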
CHRM1 antagonist: blocks human M1 muscarinic receptor; CHO-K1 hM1, Fluo-8 calcium fluorescence, ACh EC80 antagonist; inhibition, % at 3 µM; 1.3% of 360,000 active; AID 588852;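 active = percent inhibition above its own plate's cutoff, namely the mean of that plate's compound wells plus 3 SD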;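 also: peak over basal fluorescence ratio during 140 s after agonist addition; 0% = ACh EC80 plus DMSO and 100% = DMSO alone without agonist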
Target sequence (P11229 whole entry, looked up): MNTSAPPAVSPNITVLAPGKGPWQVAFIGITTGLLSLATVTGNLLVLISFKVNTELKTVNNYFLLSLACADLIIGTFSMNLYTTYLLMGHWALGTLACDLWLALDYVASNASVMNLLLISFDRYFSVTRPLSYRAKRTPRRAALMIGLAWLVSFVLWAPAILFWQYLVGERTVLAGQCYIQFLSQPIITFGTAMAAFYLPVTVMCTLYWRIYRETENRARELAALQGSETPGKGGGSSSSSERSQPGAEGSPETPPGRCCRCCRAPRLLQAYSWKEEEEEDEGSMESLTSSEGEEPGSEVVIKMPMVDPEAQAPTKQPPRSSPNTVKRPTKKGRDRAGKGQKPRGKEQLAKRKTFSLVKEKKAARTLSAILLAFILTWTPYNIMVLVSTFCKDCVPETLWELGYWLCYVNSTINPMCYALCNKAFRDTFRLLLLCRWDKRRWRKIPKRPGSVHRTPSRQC
M1 ag parental: nonselective activator or artifact in parental CHO-K1 cells. 0.48% of 360,000 active. Fluo-8 calcium fluorescence; scaled to maximal ATP response, vehicle zero. activation, % at 3 µM. AID 602248; in the data active = activation above about 15%;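 also: untransfected CHO-K1 host cells lacking M1 receptor as counterscreen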
CHO-K1 Ca PAM: counter-screen for M1 PAMs: effect in parental CHO-K1 cells; ATP EC20, Fluo-8 calcium fluorescence; 0% at ATP EC20, 100% at ATP max; activation, % at 3 µM; 0.02% of 360,000 active; AID 602247;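 active = activation above the run cutoff, the mean activation of all test compounds plus 3 SD, cut at about 40% in these data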;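 also: peak over basal fluorescence ratio in a 140 s read after ATP addition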
TAAR1 agonist: human TAAR1 agonism; CHO RD-HGA16 TAAR1, Fluo-8 calcium fluorescence; vehicle wells 0%, saturating PEA agonist 100%; 0.99% of 360,000 active; Q96RJ0; activation, % at 3 µM;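 active = activation above the mean activation of all test compounds in the run plus 3 SD, cut at about 38% in these data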
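Assay system: CHO-derived RD-HGA16 cells with stable Gα16 and human TAAR1; timing: 17-24 h seeding, 75 min 37 °C dye, 30 min RT; read-out: % activation from peak over basal fluorescence ratio, DMSO-to-PEA scaled; measured by: kinetic Fluo-8 calcium fluorescence; benchmarks: low control DMSO, high control PEA (EC100); doses: 3 µM single concentration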
CHO parental Ca: signal in parental CHO cells, OX1R antagonist counter-screen | parental CHO-K1, ATP-induced calcium, Fluo-8 fluorescence | AID 463079 | inhibition, % at 5.6 µM | 0.63% of 330,000 active;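 active = inhibition above that plate's mean sample inhibition plus 3 SD, cut at about 26% in these data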;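 also: 0% = ATP-challenged DMSO wells and 100% = DMSO wells without ATP; some compounds past the cut are filed as inactive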
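Measured by: calcium-sensitive Fluo-8 fluorescence / Test system: CHO parental line / Controls: ATP-challenged DMSO wells low, unchallenged DMSO wells high / Measure: % inhibition / Compound: single nominal dose of 5.6 µM per compound / Replicates: single well per compound, no replicates / Reagent: ATP as calcium-mobilizing challenge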
CHO-K1 Ca antag: M1 antagonist counterscreen hit in parental CHO-K1 cells; ATP-induced calcium, Fluo-8 fluorescence; inhibition, % at 3 µM; 0.6% of 360,000 active; AID 602250;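 active = inhibition above a per-plate cutoff, the plate's mean sample inhibition plus 3 SD, cut at about 24% in these data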;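 also: 0% = DMSO plus EC80 ATP and 100% = DMSO alone without ATP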
M1 PAM: potentiates human M1 receptor response to acetylcholine | 0.088% of 360,000 active | AID 588819 | P11229 | CHO-K1 hM1, Fluo-8 calcium fluorescence, ACh EC20; 0% = ACh EC20, 100% = maximal ACh | activation, % at 3 µM; in the data active = activation above about 19%, passing the limit was not always enough
CHRM1 agonist: human M1 muscarinic receptor agonism; P11229; activation, % at 3 µM; 0.33% of 360,000 active; CHO-K1 hM1, Fluo-8 calcium fluorescence, agonist mode; 0% DMSO, 100% acetylcholine EC100;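 active = activation above the run's mean compound activation plus 3 SD, cut at about 16% in these data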;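 also: peak over basal fluorescence ratio within a 140 s kinetic read after compound addition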
* marks the source's active call; other numbers are inactive results; · = no result given.

SMILES	TAAR1 antagonist	CHRM1 antagonist	M1 ag parental	CHO-K1 Ca PAM	TAAR1 agonist	CHO parental Ca	CHO-K1 Ca antag	M1 PAM	CHRM1 agonist
COC(=O)c1ccc(OCC2c3cc(OC)c(OC)cc3CCN2C(=O)C2CC2)cc1 (stereo not drawn)	29	4	4.2	3	6	3	-36	-8	-3
CCOC(=O)CSC1=Nc2ccccc2C2=NC(CC(=O)NCc3cccs3)C(=O)N12 (stereo not drawn)	3	-22	0.5	17	1	-14	-12	13	-2
CCOC(=O)Nc1ccc2c(c1)N(C(=O)CN(CC)CC)c1ccccc1CC2	-5	22	0.5	15	0	·	-1	-22	-8
CC1CCN(c2c(NCC3CCC(C(=O)N4CCCC(C)C4)CC3)c(=O)c2=O)CC1 (stereo not drawn)	-3	-3	-0.3	0	-1	-7	10	-1	-5
COc1ccccc1C(=O)NC(=O)COC(=O)Cn1cnc2c1c(=O)n(C)c(=O)n2C	-19	-14	-0.5	-9	4	0	10	11	3
Cc1ccc(CNC(=O)CCc2nnc(Cc3ccc(-c4ccccc4)cc3)o2)o1	-7	6	0.0	-10	6	-16	6	8	-3
COc1ccccc1NC(=O)c1nnn(Cc2ccccc2)c1NC(=O)C(F)(F)F	-5	-2	0.6	-1	15	0	-11	3	-3
Cc1cc(C)c(NC(=O)CNC(=O)CSc2nnc(N)s2)c(C)c1	-20	0	0.5	5	0	-1	-2	1	-2
COc1ccc(OCCC(=O)Nc2ccc(S(N)(=O)=O)cc2)cc1	3	-2	0.6	7	2	-6	-11	5	-5
CCOC(=O)c1sc2ccc(S(=O)(=O)N3CCOCC3)cc2c1N	-2	6	0.4	-10	6	-19	-25	-2	0
CCN1C(=NCc2cccc(Cl)c2)N[C@@H](c2cccc(F)c2)C(C(=O)OC)=C1C	19	6	10	11	24	-10	1	-6	-7
FC(F)(F)c1nnc2ccc(N3CCCCCC3)nn12	0	4	1.8	5	4	-8	-3	-8	-4

Next part, overlapping the part above by 3 compounds.
SMILES	TAAR1 antagonist	CHRM1 antagonist	M1 ag parental	CHO-K1 Ca PAM	TAAR1 agonist	CHO parental Ca	CHO-K1 Ca antag	M1 PAM	CHRM1 agonist
CCOC(=O)c1sc2ccc(S(=O)(=O)N3CCOCC3)cc2c1N	-2	6	0.4	-10	6	-19	-25	-2	0
CCN1C(=NCc2cccc(Cl)c2)N[C@@H](c2cccc(F)c2)C(C(=O)OC)=C1C	19	6	10	11	24	-10	1	-6	-7
FC(F)(F)c1nnc2ccc(N3CCCCCC3)nn12	0	4	1.8	5	4	-8	-3	-8	-4
CCC(C)N(C(=O)COc1ccccc1C(=O)NCc1ccccc1)C1CCS(=O)(=O)C1 (stereo not drawn)	-12	-3	0.9	-18	0	-18	-4	1	-4
O=C(c1ccco1)N1CCN(C(=O)c2cnn(-c3cccc(F)c3)c2C2CCNCC2)CC1	2	-11	1.4	18	1	17	-15	10	-5
CC(=O)Nc1ccc(C(=O)COC(=O)CCc2ccccc2)c(F)c1	4	1	3.2	-17	1	0	-16	1	0
O=C(O)CN1C(=O)CCS(=O)c2ccccc21 (stereo not drawn)	-1	-15	1.3	22	0	2	-4	10	-2
CC(C)(CNC(=O)c1ccc(-c2ccccc2Cl)o1)N1CCOCC1	-13	-15	0.1	6	-1	0	-3	3	-5
Cc1cccc(C)c1NC(=O)Cn1nc(-c2ccc(Cl)s2)ccc1=O	-3	-4	0.8	16	1	-16	-3	14	4
CCOC(=O)C1(Cc2ccccc2)CCCN(C2CCCC2)C1 (stereo not drawn)	9	-9	-0.3	6	1	-6	-9	7	-2
COc1ccc(NC(=O)CSc2nc(=O)n(CCN3CCOCC3)c3c2CCCC3)c(OC)c1	-21	-6	0.5	3	0	-15	-8	9	-8
Cc1cc(=O)oc(C)c1C(=O)NCCCN1CCN(c2ccccc2F)CC1	-18	20	0.6	13	8	-13	-19	-18	-9
COc1ccccc1NS(=O)(=O)NC(=O)c1c(C)[nH]c2ccccc12	-16	-1	0.5	4	0	15	-11	2	-3
O=C1COc2cc(ccc2[N+](=O)[O-])Oc2ccc(cc2Cl)C(=O)CCCCO1	4	2	-0.2	-17	12	-6	-7	4	-3
COc1cccc2cc(C(C)N(CCCN3CCOCC3)C(=S)Nc3ccc(C)cc3)oc12 (stereo not drawn)	-39	-13	0.8	16	-1	-18	-9	7	-6

Structural class, the entries above with a CF3 group (2)
SMILES	TAAR1 antagonist	CHRM1 antagonist	M1 ag parental	CHO-K1 Ca PAM	TAAR1 agonist	CHO parental Ca	CHO-K1 Ca antag	M1 PAM	CHRM1 agonist
COc1ccccc1NC(=O)c1nnn(Cc2ccccc2)c1NC(=O)C(F)(F)F	-5	-2	0.6	-1	15	0	-11	3	-3
FC(F)(F)c1nnc2ccc(N3CCCCCC3)nn12	0	4	1.8	5	4	-8	-3	-8	-4

(cont.)
SMILES	TAAR1 antagonist	CHRM1 antagonist	M1 ag parental	CHO-K1 Ca PAM	TAAR1 agonist	CHO parental Ca	CHO-K1 Ca antag	M1 PAM	CHRM1 agonist
Cc1cc([N+](=O)[O-])nn1Cc1ccc(C(=O)N/N=C/c2ccc(F)cc2)cc1	11	-9	0.6	1	2	-14	-3	3	-5
COc1cc2c(cc1NC(=O)C(C)OC(=O)c1ccc(S(=O)(=O)Nc3ccccc3Cl)cc1)oc1ccccc12 (stereo not drawn)	-14	-4	1.8	14	2	-10	0	3	-2
CC(NC(=O)c1ccco1)C(=O)N1CCc2ccccc2C1 (stereo not drawn)	-8	-12	0.8	22	8	-10	-8	11	0
N#C/C(=C\c1ccco1)C(=O)NCc1ccccc1	·	-1	0.2	11	·	-4	-6	-2	-4
c1ccc(-c2cncn2-c2ccccc2)cc1	5	-22	-0.3	14	2	-2	-12	9	-6
CCOC(=O)c1c(=O)n(O)c2ccc(C)cc2[n+]1[O-]	6	-12	-0.2	3	12	-7	-3	10	-1
S=C(Nc1ccc2nc(-c3ccccn3)c(-c3ccccn3)nc2c1)N1CCOCC1	4	-5	1.1	12	5	-11	-1	9	-7
O=c1c2ccccc2n2c(=S)[nH]nc2n1-c1ccccc1	0	-7	0.4	-9	-1	-2	3	7	-3
O=C(CCc1ccccc1Cl)Nc1cc2c(cc1C(=O)O)OCCCO2	10	-4	0.2	11	5	6	-12	3	-2
O=C(CCC(=O)N(CC(=O)NC1CCCC1)Cc1ccc(F)cc1)Nc1nccs1	-3	-6	3.2	20	11	-9	-13	11	-5
COC(=O)c1cc(NS(=O)(=O)c2ccc(NCc3cccnc3)c([N+](=O)[O-])c2)cc(C(=O)OC)c1	-5	5	-0.2	-9	2	-3	5	-2	-5
Cc1[nH]c2ccccc2c1/C=N/NC(=O)c1cccc([N+](=O)[O-])c1	6	-3	0.5	7	6	-3	-8	0	-6
Cc1ccc(-c2c(C(=O)O)c(C(=O)O)c3n2CCC3)cc1	6	-6	-0.4	-1	3	2	7	-2	-3
CN(C)c1ccc(NC(=O)Cc2ccccc2)c2ccccc12	7	0	-0.4	-10	0	-10	-2	13	-1
O=C(NC1CCCCC1)C1c2ccccc2C(=O)N1Cc1ccco1 (stereo not drawn)	·	-4	0.0	3	·	-17	-7	3	-2
O=C1CC(Sc2ccc(Cl)cc2)C(=O)N1Cc1ccncc1 (stereo not drawn)	-15	2	2.0	16	7	-9	-16	-1	-7
O=C(N1CCN(c2ccccc2)CC1)C1(c2cccs2)CCOCC1	·	-14	0.9	22	·	-15	-14	7	-9
CCOCCCNC(=O)c1ccccc1OC1CCN(S(C)(=O)=O)CC1	7	-7	0.6	11	0	-6	-15	9	-6
CCCc1cc(=O)[nH]c(SCC(=O)N2CCN(c3ccccc3)CC2)n1	-5	-19	0.5	-2	17	-8	1	11	1
COc1ccc(/C=C/C(=O)NC(=S)NNC(=O)c2ccco2)cc1OC	-21	-16	0.2	9	4	0	-7	5	-1
O=C(O)c1ccc2c(c1)C(=O)N(c1cccc(-c3nc4ccccc4s3)c1)C2=O	-14	-6	-0.5	-6	3	-4	24*	2	-4
COc1ccccc1NS(=O)(=O)c1cc(NC(=O)C(C)NC(N)=O)ccc1N1CCCC1 (stereo not drawn)	2	3	0.3	-24	3	-5	17	3	-7
COCC(=O)N1CCCC(C)(C(=O)Nc2cccc(Oc3ccccc3)c2)C1 (stereo not drawn)	-4	-12	0.3	12	-1	·	-1	10	-3
O=C(CCN1C(=O)c2ccccc2C1=O)C1=NN[C@@H]2C(=O)N(c3ccc4c(c3)OCCO4)C(=O)[C@H]12	17	6	4.1	4	13	-16	2	-3	0
O=C(c1ccc(Br)cc1)C(CN1CCOCC1)c1ccccc1 (stereo not drawn)	7	-3	0.8	3	8	-3	-14	-1	-10
O=C(O)CN1C(=O)c2cccc3c(Br)ccc1c23	-8	-9	0.0	8	4	-6	2	7	-3
Cc1ccc(S(=O)(=O)N(C)C)cc1NC(=O)C(C)N(C)Cc1sccc1C (stereo not drawn)	12	9	9.3	-15	0	24	3	-9	-2
O=C(Oc1cccc([N+](=O)[O-])c1)c1ccc2c(=O)n3c(nc2c1)CCC3	-12	9	7.3	2	2	-13	-8	2	2
COc1ccc([N+](=O)[O-])cc1NC(=O)c1cccnc1	2	4	-0.2	10	-1	-2	-3	-2	-3
CCN(CC(=O)NCc1cccs1)C(=O)/C=C/c1ccc(OC)c(OC)c1	-1	2	0.8	-10	1	-15	1	-2	-2
O=C(/C=C/c1ccc(Cl)cc1)Nc1ccccc1N1CCOCC1	-14	1	0.1	21	1	-24	-3	2	-6

Exported bar-delimited: entries from further up.
SMILES | TAAR1 antagonist | CHRM1 antagonist | M1 ag parental | CHO-K1 Ca PAM | TAAR1 agonist | CHO parental Ca | CHO-K1 Ca antag | M1 PAM | CHRM1 agonist
O=C(CCN1C(=O)c2ccccc2C1=O)C1=NN[C@@H]2C(=O)N(c3ccc4c(c3)OCCO4)C(=O)[C@H]12 | 17 | 6 | 4.1 | 4 | 13 | -16 | 2 | -3 | 0
O=C(c1ccc(Br)cc1)C(CN1CCOCC1)c1ccccc1 (stereo not drawn) | 7 | -3 | 0.8 | 3 | 8 | -3 | -14 | -1 | -10
O=C(O)CN1C(=O)c2cccc3c(Br)ccc1c23 | -8 | -9 | 0.0 | 8 | 4 | -6 | 2 | 7 | -3
Cc1ccc(S(=O)(=O)N(C)C)cc1NC(=O)C(C)N(C)Cc1sccc1C (stereo not drawn) | 12 | 9 | 9.3 | -15 | 0 | 24 | 3 | -9 | -2
O=C(Oc1cccc([N+](=O)[O-])c1)c1ccc2c(=O)n3c(nc2c1)CCC3 | -12 | 9 | 7.3 | 2 | 2 | -13 | -8 | 2 | 2
